Screening data deposited in PubChem by National Center for Advancing Translational Sciences (NCATS).
12-LOX inh = blocks human arachidonate 12S-lipoxygenase. Potency, µM (series often up to 108 µM), for the others: top-dose activity change, negative = inhibition, usual class: inhibitors. purified 12hLO, xylenol orange hydroperoxide absorbance. actives 1.1% (n = 580,000); further: potency means the concentration at half of the fitted maximal effect; on the % scale 0 is the no-effect control and ±100 the full control effect
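Purified human 12hLO (150 nM final) in 25 mM Hepes, 0.01% Triton X-100, pH 7.0 was preincubated 15 min at room temperature with compound. Then 40 uM arachidonic acid was added, 30 min. Hydroperoxide was read by Fe-XO absorbance ratio 573/405 nm.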
APEX1 inh = blocks human APE1 abasic DNA cleavage. recombinant APE1, TAMRA/BHQ-2 abasic DNA cleavage fluorescence. Potency, µM (highest dose often 65.8 µM), for the others: at the highest dose activity change, negative = inhibition, usual class: inhibitors. actives 0.35% (n = 350,000). AID 2517;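 further: potency means the concentration at half of the fitted maximal effect; plate controls were vehicle for no effect and reference inhibitor for full effect; nearly all actives have a fitted effect of over 55% in size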
Target sequence (P27695 whole entry, looked up): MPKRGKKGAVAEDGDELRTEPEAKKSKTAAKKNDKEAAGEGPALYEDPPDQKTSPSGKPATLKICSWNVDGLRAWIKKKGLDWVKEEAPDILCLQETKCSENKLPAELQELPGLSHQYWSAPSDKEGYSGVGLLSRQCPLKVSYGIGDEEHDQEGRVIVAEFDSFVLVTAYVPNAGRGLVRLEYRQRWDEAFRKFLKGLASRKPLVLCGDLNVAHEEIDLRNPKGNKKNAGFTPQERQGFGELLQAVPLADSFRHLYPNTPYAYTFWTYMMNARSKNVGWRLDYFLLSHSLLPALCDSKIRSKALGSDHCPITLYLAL
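Readout is kinetic fluorescence (ex 525, em 598 nm) from cleavage of 50 nM TAMRA/BHQ-2 THF abasic duplex by 0.75 nM APE1, compound added 15 min beforehand at RT.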
ERG Ets-DNA blk = inhibitors of human ERG Ets domain-DNA interaction | AID 624246 | P11308 | actives 0.028% (n = 370,000) | fluorescence polarization, His-ERG Ets domain / labelled DNA | Potency, µM (titrated, usually from 76.9 µM), inactives show top-dose FP activity, negative = inhibition, actives largely listed as inhibitors; active means well fitted inhibition curve with a large enough effect in the polarisation, with a control signal flat; inconclusive means small, poorly fitted or top-dose-only effect, or effect the other way, or a change in a side signal; inactive means no such curve, though single readings can be large or run the other way; the % refers to the polarisation;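 further: polarization taken with two DNA probes labelled with fluorescein and Texas red; potency means the concentration at half of the fitted maximal effect; % of control where 0% means no effect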
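His-tagged ERG Ets domain (1 uM in the protein solution; 300mM KCl, 50mM Tris-HCl, 1mM EDTA, 1mM DTT, pH 7.5) received compound, then a probe mix of 5 nM fluorescein-DNA and 100nM Texas-615-DNA. Fluorescence polarization was read for both dyes.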
RGS4 inhibitor = human RGS4 inhibition; P49798; Transcreener GDP fluorescence polarization, RGS4-accelerated GTP hydrolysis; Potency, µM (highest dose often 114 µM), inactives show at the top dose activity change, negative = inhibition, hits mostly inhibitors; actives 0.039% (n = 390,000); AID 504845; further: potency means the concentration at half of the fitted maximal effect; on the % scale 0 is the no-effect control and ±100 the full control effect; nearly all actives have a fitted effect of over 75% in size; some results filed as inactive show a strong effect at the top dose
Target sequence (P49798 whole entry, looked up): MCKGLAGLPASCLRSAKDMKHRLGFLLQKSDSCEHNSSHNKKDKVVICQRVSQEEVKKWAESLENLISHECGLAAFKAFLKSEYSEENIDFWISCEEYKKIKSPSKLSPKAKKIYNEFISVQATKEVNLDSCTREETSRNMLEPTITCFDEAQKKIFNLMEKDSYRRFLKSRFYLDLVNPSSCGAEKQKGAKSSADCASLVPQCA
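MLSMR compounds (23 nl, pin-transferred) preincubated 10 min at room temperature with a 500nM (2x) first reagent, then RGS4 at 900nM (2x) plus Transcreener GDP mix added; fluorescence polarization (620/688 nm) read before and after 90 min at 30 °C.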
Pol beta inh = inhibitors of human DNA polymerase beta; Pol beta primer extension/strand displacement, fluorescence kinetic; Potency, µM (highest dose often 114 µM), for the others: at the top dose activity change, negative = inhibition, most hits filed as inhibitors; actives 1.3% (n = 340,000); AID 485314; further: potency means the concentration at half of the fitted maximal effect; on the % scale 0 is the no-effect control and ±100 the full control effect
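Pol beta (10 nM) and compounds were preincubated 15 min at room temperature, then 50 nM substrate (final) started primer extension/strand displacement. Reads were taken at 0 and 10 min; concentration-response data were fitted to a four-parameter Hill equation.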
Anesthetic bind = candidate novel general anesthetic via apoferritin binding | AID 485281 | apoferritin/1-aminoanthracene competitive binding, fluorescence | Potency, µM (series often up to 77.5 µM), inactives show at the highest dose activity change, negative = displacement, usual class: inhibitors | actives 0.074% (n = 350,000); further: potency means the concentration at half of the fitted maximal effect; on the % scale 0 is the no-effect control and ±100 the full control effect; nearly all actives have a fitted effect of over 20% in size
Target sequence (P02791 2-175 limits assumed): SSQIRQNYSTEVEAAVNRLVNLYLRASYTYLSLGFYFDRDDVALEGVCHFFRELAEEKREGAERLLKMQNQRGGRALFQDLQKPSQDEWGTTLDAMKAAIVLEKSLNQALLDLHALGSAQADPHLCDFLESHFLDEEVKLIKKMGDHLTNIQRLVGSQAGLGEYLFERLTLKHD
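Apoferritin-based anesthetic binding model; compound displacement of fluorescent 1-AMA measured as endpoint fluorescence after 10 minutes at room temperature, scaled to free-ligand and complex controls.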
LDHA inh = LDHA (human) enzyme inhibition. P00338. actives 0.15% (n = 480,000). activity change, % (values are at about 110 or 230 µM). purified LDHA, NADH/diaphorase-resazurin fluorescence; stronger effect = lower value; in the data active means activity change below about -30%; inconclusive means mostly about -25% to -30%;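 further: plate controls were DMSO wells for no effect and wells without enzyme for full effect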
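Resorufin fluorescence (ex540/em590), read at 0 and 20 min after diaphorase/resazurin addition, reports the NADH left after a 5 min room-temperature reaction of 2 nM human LDH5 with 0.06 mM NADH and 0.2 mM pyruvate.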
Pol eta inh = DNA polymerase eta (human) inhibition | Q9Y253 | recombinant Pol eta, fluorescent DNA replication assay | Potency, µM (highest dose often 114 µM), for inactives: at the highest dose activity change, negative = inhibition, actives largely listed as inhibitors | actives 1.2% (n = 390,000); further: potency means the concentration at half of the fitted maximal effect; on the % scale 0 is the no-effect control and ±100 the full control effect
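Pol eta at 10 nM preincubated with compounds 15 min at room temperature; reaction started with fluorescent substrate (50 nM final) and read kinetically at 0 and 10 min.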
Pol kappa inh = DNA polymerase kappa (human) inhibition | Q9UBT6 | actives 0.53% (n = 400,000) | Potency, µM (series often up to 107 µM), without a hit: at the highest dose activity, negative = inhibition, actives largely listed as inhibitors | AID 588579 | purified Pol kappa, fluorescent DNA synthesis assay, 10 min; further: potency means the concentration at half of the fitted maximal effect; on the % scale 0 is the no-effect control and ±100 the full control effect
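Readout: fluorescence, taken kinetically at 0 and 10 min. Conditions: 10 nM Pol kappa, 15 min RT compound preincubation, 50 nM substrate final. Controls: enzyme-free buffer wells.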
Numbers without * were called inactive; i = inactive; ? = inconclusive; · = no result given; & = joins results of further samples; [ ] = dose if it differs, or a comment. Unless noted, the call rests on the fitted dose curve; in most records, active means well fitted curve in the direction sought with a large enough effect; inconclusive means small, poorly fitted or top-dose-only effect, or another doubt; inactive means no such curve, though single readings can be large; an effect the other way counts as inactive or inconclusive.

SMILES	12-LOX inh	APEX1 inh	ERG Ets-DNA blk	RGS4 inhibitor	Pol beta inh	Anesthetic bind	LDHA inh	Pol eta inh	Pol kappa inh
Nc1ccc(S(=O)(=O)Nc2ccc(Cl)nn2)cc1	-1%	-4%	2%	23%	-22%	1%	-14	?	?
CC(=O)Nc1ccc(OCC(O)CN2CCN(c3ccc(Cl)cc3)CC2)cc1 (centres undefined)	0%	6%	4%	-18%	-24%	23%	1	-7%	-5%
Cc1ccc(-n2c(SCC(N)=O)nc(O)cc2=O)cc1	0%	19%	-4%	3%	56%	0%	1	-11%	-11%
COc1ccc(C(=O)NCC(=O)N2CCN(c3ccc(Cl)cc3)CC2)cc1	-9%	14%	-7%	4%[56.9 µM]	37%	-5%	-5	-13%	-1%
Cc1noc(C(=O)N2CCN(Cc3ccc4c(c3)OCO4)CC2)c1Cl	-1%[57.4 µM]	32%	5%	14%	14%	-13%	-1	-3%	11%
Cc1cccc(C)c1OCc1nnc(NC(=O)CSc2ccc(Cl)cc2)s1	-13%	0%	9%	-18%	-17%	2%	4	-6%	-1%
c1coc(-c2ccnc(-c3ccncc3)n2)c1	-7%	-2%	8%	36%	0%	-8%	-2	-14%	-19%
COc1ccc(OC)c(CN2CCN(C(=O)CNC(=O)c3cc(C)cc(C)c3)CC2)c1	-47%	-11%	-2%	-22%	·	·	-9	-7%	-10%
COc1cc(OC)c(C(=O)NNC(=O)CN(C)S(=O)(=O)c2ccc(Cl)cc2)cc1OC	-19%	8%	3%	-2%	·	·	-2	-14%	-2%
Cc1ccccc1CNC(=O)c1sc2ncnc(N(C)C3CCCCC3)c2c1C	?	·	-8%	-10%	-8%	-16%	-13	-11%	-8%[60.1 µM]
Cc1nc(C)c(C(=O)OC(C)C(=O)Nc2ccc(F)cc2)s1 (centres undefined)	-23%	-9%	6%	23%	·	·	-4	-13%	-21%
COc1ccc(CCNC(=O)c2ccc(N(C)S(=O)(=O)c3ccc(C)cc3)cc2)cc1OC	-6%	-6%	-1%	-3%	-12%	49%[activator]	-1	-20%	-11%
O=C(NCCCN1CCOCC1)c1cc(S(=O)(=O)N2CCN(c3ccccc3)CC2)ccc1Cl	-23%	4%	-4%	4%	·	·	-8	-7%	8%
O=[N+]([O-])c1ccc(N/N=C\c2cccn2-c2ccccc2)nc1	-4%	2%	-1%	3%	0%	?	-3	-12%	-19%
Cc1ccc(N(C(C)C(=O)N2CCN(Cc3ccccc3)CC2)S(C)(=O)=O)cc1 (centres undefined)	0%	40%[activator]	3%	-10%	22%	?	5	-18%	1%
COc1cc(NC(=O)Cn2cnc(S(=O)(=O)N3CCCC3)c2)cc(OC)c1OC	-7%&-5%	22%	-5%&-2%	-25%[56.9 µM]	25%&-6%	-10%&-2%	-6&-3	3%&-18%	5%&-3%
CC1(S(=O)(=O)O)CC(=O)c2ccccc2C1=O (centres undefined)	-21%	-11%	-1%	5%	?	-3%	6	?	-16%
O=C(COC(=O)c1cccc(O)c1)Nc1ccc(S(=O)(=O)N2CCOCC2)cc1	-23%	-1%	-9%	12%	·	·	0	-12%	1%
CCn1cc(C2=NC(C(C)C)CO2)c2ccccc21 (centres undefined)	14%	-2%	-16%	5%	3%	-3%	-3	0%	-3%
Cc1cccc(NC(=O)CSc2nnc(CNC(=O)c3ccc(S(=O)(=O)N(C)C)cc3)n2-c2ccc(F)cc2)c1	-1%	-9%	-1%	-6%	8%	-2%	-1	-21%	3%
CCOc1ccc(S(=O)(=O)NCCC(=O)N2CCN(c3ccccc3O)CC2)cc1	6%	24%	5%	-3%	·	·	1	-17%	-5%
CC(C)c1onc(C(=O)N2CCCCC2)c1[N+](=O)[O-]	0%	1%	0%	-6%	9%	6%	-8	-18%	-11%
Cc1ccc(NC(=O)C2CCCN2C(=O)OCc2ccccc2)cc1F (centres undefined)	0%	0%	18%	?	30%	-5%	-3	-9%	79µM*
CCCC(C(=O)NCc1ccc(OC)cc1)N(Cc1ccco1)C(=O)c1snc(C(N)=O)c1N (centres undefined)	-25%	1%	2%	-19%	10%	-10%	-1	-19%	-7%
CSc1nsc(SC)c1C(=O)N1CCN(S(=O)(=O)c2ccc(C)cc2)C1C (centres undefined)	5%	-2%	-2%	0%	4%	-11%	-3	-7%	-19%
New compounds follow.
SMILES	12-LOX inh	APEX1 inh	ERG Ets-DNA blk	RGS4 inhibitor	Pol beta inh	Anesthetic bind	LDHA inh	Pol eta inh	Pol kappa inh
CCOCCc1nnc(NC(=O)c2cccs2)s1	-16%[57.4 µM]	-3%	0%	23%	-15%	-8%	-10	1%	-12%
CC(=O)NNC(=O)c1ccncc1	-9%	-1%	8%	-12%	16%	1%	-5	-12%	-1%
COc1ccc(/C=C/C(=O)Nc2cccc(S(=O)(=O)NC3=NCCCCC3)c2)c(OC)c1	181%[activator]	-5%	-1%	-6%	·	·	1	-1%	-16%
CC1(c2ccc(OC(F)F)cc2)NC(=O)N(CC(=O)N2CCN(C(=O)c3ccco3)CC2)C1=O (centres undefined)	-17%	-10%	4%	2%	·	·	-4	-1%	-16%
CCOC(=O)N1CCc2c(sc(NCc3sccc3C)c2C(=O)Nc2cc(OC)ccc2OC)C1	-23%	·	-7%	?	-1%	-12%	8	-10%	-14%[60.1 µM]
Cc1ccc(OCCC(=O)OCC(=O)Nc2ccc3c(c2)OCO3)cc1	3%	-22%	2%	-2%	·	·	6	-6%	-7%
Cc1onc(-c2c(Cl)cccc2Cl)c1C(=O)NNC(=O)c1c(-c2c(Cl)cccc2Cl)noc1C	i	-3%	9%	-8%	-1%	0%	-3	-24%	0%
COc1ccc(NC(=O)Cn2c(=O)n(-c3cccc(C(F)(F)F)c3)c(=O)c3sccc32)cc1	-9%	·	5%	-3%	0%	1%	-7	-5%	-4%
CCCc1cc(C(=O)N2CCCC(CO)(CCCc3ccccc3)C2)n(C)n1 (centres undefined)	0%	-12%	5%	23%	38%	-18%	-8	-14%	-12%
COc1cc(NC(=O)NCC2CCN(Cc3ccccc3F)CC2)cc(OC)c1	268%[activator]	37%	10%	-15%	17%	3%	-4	-22%	1%
Cc1ccsc1/C=N/NC(=S)NCc1ccccc1	-16%	-5%	6%	-23%	-2%	53%[activator]	-2	-20%	-29%
COc1ccc(C(=O)NCCn2nc(C)cc2C)cc1OC1CCN(C(C)=O)CC1	0%	32%	7%	-2%	-20%	-1%	0	-15%	-12%
O=[N+]([O-])c1ccc2nonc2c1Nc1ccccc1	1%	11%	7%	0%	31%	-9%	-3	-14%	0%
COc1ccc(C(=O)COC(=O)CCCC(=O)NC2CCCCC2)cc1	12%	32%	-6%	1%	20%	-10%	0	-13%	-5%
COc1ccc(C(C)=O)cc1CN(C)C	0%	-1%	3%	-15%[56.9 µM]	9%	-6%	1	6%	-14%
CCN(CC)S(=O)(=O)c1cc(NC(=O)COC(=O)c2c(C)noc2C)ccc1C	0%	6%	13%	19%	·	·	4	-14%	-11%
Cc1cc(OCCCn2ccnc2)cc(C(C)C)c1	?	-2%	-1%	-12%	-10%	-19%	-2	-20%	13%
COc1ccc(C(C)NC(=S)NC2CCCCC2)cc1OC (centres undefined)	-23%	11%	33%[activator]	-21%	-3%	-7%	-1	-11%	13%
COc1cc(/C=N/NC(=O)NC2CCCCC2)ccc1O	-1%	-1%	26%	-37%	1%	-11%	-2	-20%	0%
CCOc1ccccc1/C=N\Nc1cnn(Cc2ccccc2)c(=O)c1Cl	8%	-4%	-12%	3%	-6%	-6%	2	-19%	-7%
COCCN(C(=O)CSc1cc(C)c2ccccc2n1)c1c(N)n(CC(C)C)c(=O)[nH]c1=O	164%[activator]	50%	0%[15.4 µM]	-36%	·	·	-1	-20%	-4%
COCCN(CCOC)S(=O)(=O)c1ccc(C(=O)NCCCN2CCOCC2)cc1	214%[activator]	19%	-9%	-7%	6%	-6%	-2	-10%	3%
O=C(CSc1nc(-c2cccs2)nc2cc(=O)[nH]n12)Nc1cccc(C(F)(F)F)c1	-1%	·	-2%	?	?	?	-1	-17%	-17%
CC(C)(C)C(=O)C[n+]1ccccc1	-7%	3%	12%	7%[11.4 µM]	6%	-6%	2	-7%	-4%[60.1 µM]
Cc1cccc(NC(=O)c2nc[nH]c2C(=O)NCC(=O)OC(C)(C)C)c1	-19%	23%	-1%	29%	7%	?	3	-24%	-13%
CCOC(=O)c1cc2c(ccn2C)n1CC(=O)N(CC)CC	-8%	-9%	-4%	-12%	23%	-3%	14	-16%	0%
CCN(CC)c1ccc(NC(=O)c2sc3nc(-c4ccccc4)cn3c2C)cc1	?	·	-2%	-16%	-28%	2%	-1	-8%	-11%[60.1 µM]
Cc1cccc(C)c1NC(=O)CN(C)CC(=O)Nc1cc(Cl)ccc1C#N	-8%	12%	-4%	-4%	9%	-11%	1	-19%	0%
NC(=O)c1ccsc1NC(=O)COC(=O)c1ccccc1F	4%	6%	9%	-2%	·	·	-1	-7%	-3%

This is a subset (hit frequency here may not be typical).
